RBX1-CUL1 inh = blocks human RBX1-Cullin-1 di-ubiquitin formation | P62877+Q13616 | 0.6% of 140,000 active | in vitro K48 di-Ub FRET, acceptor:donor ratio, 45 min | AID 1347404 | inhibition, % at 10 µM; in the data active = inhibition above about 25%
Target sequence (P62877 whole entry, looked up): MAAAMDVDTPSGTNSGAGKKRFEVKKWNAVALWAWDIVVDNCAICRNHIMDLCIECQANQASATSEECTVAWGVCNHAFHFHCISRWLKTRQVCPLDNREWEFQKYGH
Target sequence (Q13616 whole entry, looked up): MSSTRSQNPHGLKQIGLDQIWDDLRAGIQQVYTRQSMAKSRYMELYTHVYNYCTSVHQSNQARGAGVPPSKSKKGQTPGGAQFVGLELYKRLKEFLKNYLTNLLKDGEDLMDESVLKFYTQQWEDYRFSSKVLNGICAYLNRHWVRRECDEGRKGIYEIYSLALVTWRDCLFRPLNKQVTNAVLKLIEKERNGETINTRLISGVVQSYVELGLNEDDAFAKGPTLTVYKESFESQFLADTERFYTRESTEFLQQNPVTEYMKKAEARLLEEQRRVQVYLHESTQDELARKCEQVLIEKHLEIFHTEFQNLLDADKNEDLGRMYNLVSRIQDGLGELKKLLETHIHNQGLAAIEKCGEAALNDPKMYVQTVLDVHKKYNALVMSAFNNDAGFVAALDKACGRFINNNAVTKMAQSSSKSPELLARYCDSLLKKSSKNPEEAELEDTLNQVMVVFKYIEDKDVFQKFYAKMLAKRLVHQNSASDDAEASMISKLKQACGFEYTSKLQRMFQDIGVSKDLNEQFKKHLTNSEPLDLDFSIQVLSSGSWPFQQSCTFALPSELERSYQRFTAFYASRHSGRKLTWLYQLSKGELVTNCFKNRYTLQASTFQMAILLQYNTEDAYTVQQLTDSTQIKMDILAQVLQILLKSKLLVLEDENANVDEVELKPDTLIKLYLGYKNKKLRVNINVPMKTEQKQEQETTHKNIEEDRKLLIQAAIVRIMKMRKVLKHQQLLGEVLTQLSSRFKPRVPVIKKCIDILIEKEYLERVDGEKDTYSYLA
The depositor's hits bear a star. This is a subset; the hit share may differ from the screen's.

`CCOC(=O)c1cccc(Nc2cc(C)nc3c2ccc2ccccc23)c1` gave RBX1-CUL1 inh -11.
For Cc1cc(-c2[nH]nc3c2C(c2c[nH]c4ccccc24)C(C#N)C(=N)O3)c(C)s1 (stereo unspecified) the results were RBX1-CUL1 inh -8.
`COc1ccc(Cl)cc1S(=O)(=O)Nc1ccc2c(c1)n(C)c(=O)n2C` gave RBX1-CUL1 inh 2.
Screening CCCN1C(=O)/C(=C/c2cc(-c3ccccc3)n(-c3ccc(C(=O)OCC)cc3)c2-c2ccccc2)C(=O)N(c2ccccc2)C1=S returned RBX1-CUL1 inh 18.
COc1cccc(OC/C=C/CN(C)C)c1 was read as RBX1-CUL1 inh 4.
For c1csc(-c2cn3nc4c(nc3n2)CCCC4)c1 the results were RBX1-CUL1 inh 3.
`O=C(/C=C/c1ccco1)c1cc(Br)ccc1O` gave RBX1-CUL1 inh 2.
For COC(=O)c1c(NC(C)=O)c2c3c(sc2n1Cc1cc(C)ccc1C)CCCC3 the results were RBX1-CUL1 inh 0.
For Cc1c(C#N)c(N=CN(C)C)c(C(=O)c2ccc(Br)cc2)n1-c1ccccc1 the results were RBX1-CUL1 inh -12.
COCC1CCCN(C(=O)c2cc(COc3cccc(C(C)=O)c3)[nH]n2)C1 (stereo unspecified) was read as RBX1-CUL1 inh 13.
Screening O=S(=O)(Nc1cccc(-c2ccc(N3CCOCC3)nn2)c1)c1ccccc1C(F)(F)F returned RBX1-CUL1 inh 3.
COc1cc(C2c3c(n[nH]c3C)OC(=N)C2C#N)ccc1OC(=O)c1ccccc1 (stereo unspecified) was read as RBX1-CUL1 inh 11.
Screening CCN(C(=O)c1sc2nc3n(c(=O)c2c1C)CCCCC3)c1ccc(OC)cc1 returned RBX1-CUL1 inh 9.
For Cc1ccc2c(Cl)c(C(=O)N3c4ccc(F)cc4CCC3C)sc2c1 (stereo unspecified) the results were RBX1-CUL1 inh -4.
For O=C(Cn1cnc([N+](=O)[O-])n1)N/N=C/c1cc([N+](=O)[O-])ccc1O the results were RBX1-CUL1 inh 3.
COc1ccc(O)c(CN2CCC(C(Cc3ccccc3F)N(C)C(=O)c3ccsc3)CC2)c1 (stereo unspecified) was read as RBX1-CUL1 inh 5.
`CCOC(=O)c1ccc(NC(=O)C2CCN(C(=O)N3CC(C)Oc4ccc(C)cc43)CC2)cc1` (stereo unspecified) gave RBX1-CUL1 inh 2.
For COCC(=O)N1CCC(Oc2ccccc2C(=O)NCc2cc(C)no2)CC1 the results were RBX1-CUL1 inh 4.
Screening COc1ccc(/C=C/C(=O)C2(C)CCCCC2)cc1 returned RBX1-CUL1 inh 1.
For COc1ccc2nc(NC(=O)c3nc(SCc4cccc(C)c4)ncc3Cl)sc2c1 the results were RBX1-CUL1 inh 4.
O=C(NCc1ccccc1Cl)C(=O)NCC(c1ccco1)S(=O)(=O)c1cccs1 (stereo unspecified) was read as RBX1-CUL1 inh -7.
For N#Cc1ccccc1NC(=O)C1CCCCC1 the results were RBX1-CUL1 inh 3.
Screening COc1ccc(C2C3=C(CC(C)(C)CC3=O)N(c3cccc(Cl)c3)C(=N)C2C(=O)c2ccccc2)cc1 (stereo unspecified) returned RBX1-CUL1 inh -1.
CCOc1ccc2nc(Cl)c(C3C4=C(CCCC4=O)OC(=N)C3C#N)cc2c1 (stereo unspecified) was read as RBX1-CUL1 inh 1.
`CCSc1nnc(NC(=O)/C=C/c2ccco2)s1` gave RBX1-CUL1 inh 1.
For Cc1cc(C)n(-c2nnc(Nc3cc(Cl)ccc3C)c3ccccc23)n1 the results were RBX1-CUL1 inh 0.
O=C(CCC1CCCC1)Nc1ccc(C(=O)c2ccccc2)cc1 was read as RBX1-CUL1 inh -1.
For Cc1nc2cc(NC(=O)N(C)c3ccc4ccccc4c3)ccc2o1 the results were RBX1-CUL1 inh 7.
For CCOc1ccccc1C(=O)NCCCOC the results were RBX1-CUL1 inh 6.
Screening COc1ccc(C(CC(=O)Nc2ccc(F)c(Cl)c2)N2Cc3ccccc3C2=O)cc1OC (stereo unspecified) returned RBX1-CUL1 inh -4.
For COc1ccc(C(=O)C2C(=O)C(=O)N(CCCN3CCOCC3)C2c2ccco2)cc1OC (stereo unspecified) the results were RBX1-CUL1 inh 9.
For CCOC(=O)C1=C(C)N=c2s/c(=C\c3ccc(OCC(=O)O)cc3)c(=O)n2C1c1c(OC)ccc2ccccc12 (stereo unspecified) the results were RBX1-CUL1 inh 7.
COc1cc(Cl)c(NC(=O)C(NS(=O)(=O)c2cccs2)C(C)C)c(OC)c1 (stereo unspecified) was read as RBX1-CUL1 inh -12.
Screening COc1ccc(CNC2CCC(O)CC2)cc1OCC(O)CN1CCCCC1 (stereo unspecified) returned RBX1-CUL1 inh -2.
Screening CCC1CCc2c(sc(N3C(=O)C4C5CCC(C5)C4C3=O)c2C(N)=O)C1 (stereo unspecified) returned RBX1-CUL1 inh -5.
For O=C(N/N=C/c1ccc2c(c1)OCO2)c1ccccc1N(Cc1ccccc1)S(=O)(=O)c1ccccc1 the results were RBX1-CUL1 inh -13.
Screening Cc1nc(C2CCCN(C(=O)/C(=C/c3ccco3)c3ccccc3)C2)cc(=O)[nH]1 (stereo unspecified) returned RBX1-CUL1 inh 4.
`Cc1ccc(C)c(N2CCN(CCCNC3NS(=O)(=O)C(c4ccc(Cl)cc4)C3C)CC2)c1` (stereo unspecified) gave RBX1-CUL1 inh -1.
For CN(C)CCOC(c1ccccc1)C1CC=CCC1 (stereo unspecified) the results were RBX1-CUL1 inh 10.
For Cc1sc2nc3n(c(=O)c2c1C)N=C(c1ccc(Br)cc1)CS3 the results were RBX1-CUL1 inh 7.

13 neighbouring entries from above, for reference:
O=C(CCC1CCCC1)Nc1ccc(C(=O)c2ccccc2)cc1 was read as RBX1-CUL1 inh -1.
For Cc1nc2cc(NC(=O)N(C)c3ccc4ccccc4c3)ccc2o1 the results were RBX1-CUL1 inh 7.
For CCOc1ccccc1C(=O)NCCCOC the results were RBX1-CUL1 inh 6.
Screening COc1ccc(C(CC(=O)Nc2ccc(F)c(Cl)c2)N2Cc3ccccc3C2=O)cc1OC (stereo unspecified) returned RBX1-CUL1 inh -4.
For COc1ccc(C(=O)C2C(=O)C(=O)N(CCCN3CCOCC3)C2c2ccco2)cc1OC (stereo unspecified) the results were RBX1-CUL1 inh 9.
For CCOC(=O)C1=C(C)N=c2s/c(=C\c3ccc(OCC(=O)O)cc3)c(=O)n2C1c1c(OC)ccc2ccccc12 (stereo unspecified) the results were RBX1-CUL1 inh 7.
COc1cc(Cl)c(NC(=O)C(NS(=O)(=O)c2cccs2)C(C)C)c(OC)c1 (stereo unspecified) was read as RBX1-CUL1 inh -12.
Screening COc1ccc(CNC2CCC(O)CC2)cc1OCC(O)CN1CCCCC1 (stereo unspecified) returned RBX1-CUL1 inh -2.
Screening CCC1CCc2c(sc(N3C(=O)C4C5CCC(C5)C4C3=O)c2C(N)=O)C1 (stereo unspecified) returned RBX1-CUL1 inh -5.
For O=C(N/N=C/c1ccc2c(c1)OCO2)c1ccccc1N(Cc1ccccc1)S(=O)(=O)c1ccccc1 the results were RBX1-CUL1 inh -13.
Screening Cc1nc(C2CCCN(C(=O)/C(=C/c3ccco3)c3ccccc3)C2)cc(=O)[nH]1 (stereo unspecified) returned RBX1-CUL1 inh 4.
`Cc1ccc(C)c(N2CCN(CCCNC3NS(=O)(=O)C(c4ccc(Cl)cc4)C3C)CC2)c1` (stereo unspecified) gave RBX1-CUL1 inh -1.
For CN(C)CCOC(c1ccccc1)C1CC=CCC1 (stereo unspecified) the results were RBX1-CUL1 inh 10.

(list continues)
O=c1oc2ccc(NS(=O)(=O)c3ccc(Br)cc3)cc2s1 was read as RBX1-CUL1 inh 7.
O=S(=O)(NC1CCCc2ccccc21)c1ccc(Br)cc1 (stereo unspecified) was read as RBX1-CUL1 inh -3.
CC(=O)CSc1nnc2cc(C)c3ccccc3n12 was read as RBX1-CUL1 inh -9.
CCn1cc2nc(SCC(=O)Nc3ccccc3F)n(Cc3ccc(C)cc3)c(=O)c2n1 was read as RBX1-CUL1 inh -4.
COc1ccc(N2CCN(C(=O)CCCCn3c(=O)[nH]c4ccsc4c3=O)CC2)cc1 was read as RBX1-CUL1 inh -7.
For COc1cccc(C=C2C(=O)c3ccccc3C2=O)c1OC(C)C the results were RBX1-CUL1 inh -8.
`C(=C\c1ccccc1)/CN1CCN(Cc2nc(-c3cnccn3)no2)CC1` gave RBX1-CUL1 inh 3.
Screening Cc1ccc(F)cc1NC(=O)CN1CCOCC1 returned RBX1-CUL1 inh 13.
CC(C)(C)C(=O)COC(=O)c1ccc(N2C(=O)C3CC=CCC3C2=O)cc1 (stereo unspecified) was read as RBX1-CUL1 inh 0.
CCOc1ccc(C(=O)Nc2ccc(-c3nc4cc(C)ccc4o3)cc2)cc1 was read as RBX1-CUL1 inh 0.
COc1cc(NC(=O)c2ccc(C)cc2)ccc1NC(=O)c1cc2ccccc2o1 was read as RBX1-CUL1 inh -1.
O=C(CSCc1ccc(Cl)cc1Cl)Nc1ccc2c(c1)C(=O)NC2=O was read as RBX1-CUL1 inh -4.
Screening COc1ccc(C(=O)N2CCCC2)c(OC2CCN(C3CCCCCC3)CC2)c1 returned RBX1-CUL1 inh -2.
Screening O=C1CC(=O)Nc2cc(S(=O)(=O)N3CCOc4ccc(Cl)cc43)ccc2N1 returned RBX1-CUL1 inh -2.
COc1ccc(C2=NN(CC(=O)NCCc3ccccc3)C(=O)CC2)cc1 was read as RBX1-CUL1 inh -11.
Cc1cccc(NC(=O)N2CCN(C(=O)C3COc4ccccc4O3)CC2)c1 (stereo unspecified) was read as RBX1-CUL1 inh 13.
Screening Cc1nc(N2CCC(C(=O)NCC(C)c3ccccc3)CC2)nc2cc3c(cc12)CCC3 (stereo unspecified) returned RBX1-CUL1 inh 0.
For Oc1ccc(Cl)cc1-c1cc(-c2ccc(Cl)cc2)n[nH]1 the results were RBX1-CUL1 inh 6.
For CCc1ccc2oc(-c3ccc(NC(=O)c4ccc(OC)c(Br)c4)cc3)nc2c1 the results were RBX1-CUL1 inh -2.
`COCCNC(=O)C1CC(c2ccc(Cl)cc2)=NO1` (stereo unspecified) gave RBX1-CUL1 inh -1.
Screening COc1ccc(-c2ccc(CCC(=O)O)n2-c2ccc3ccccc3c2)cc1 returned RBX1-CUL1 inh 2.
`COc1ccc(C(=O)Oc2ccc(C(c3c(C)[nH][nH]c3=O)c3c(C)[nH][nH]c3=O)cc2OC)cc1` gave RBX1-CUL1 inh 13.
For CC(C)CN=C1CC(=O)CC(c2ccco2)C1 (stereo unspecified) the results were RBX1-CUL1 inh 8.
Screening CSc1nc2sc3c(c2c(=O)n1-c1ccccc1)CCCCC3 returned RBX1-CUL1 inh -15.
CC(=O)Nc1c(C)c(C)c([N+](=O)[O-])c(C)c1C was read as RBX1-CUL1 inh -3.
For CCOc1ccc(-c2[nH]nc3c2C(c2c(C)nn(-c4ccccc4)c2Cl)C(C#N)C(=N)O3)cc1 (stereo unspecified) the results were RBX1-CUL1 inh -3.
For CCN(CC)CCN(C)C(=O)c1cc(COc2ccc(C)c(C)c2)on1 the results were RBX1-CUL1 inh -2.
`CCOc1cc(CNc2ccc(NC(=O)c3ccccc3)cc2)ccc1OCC(=O)NC(C)(C)C` gave RBX1-CUL1 inh -9.
For O=[N+]([O-])c1ccc(/C=C/C=Nc2ccc(Nc3ccccc3)cc2)cc1 the results were RBX1-CUL1 inh 5.
CCS(=O)(=O)c1ncc(CN2CCN(C(=O)c3ccco3)CC2)n1CCOC was read as RBX1-CUL1 inh 1.
`CCOC(=O)C1(C(F)(F)F)N=C(c2ccc(F)cc2)OC(N2CCCCC2)=N1` (stereo unspecified) gave RBX1-CUL1 inh -5.
For CCc1ccccc1NC(=O)C(=O)NCCc1sc(-c2cccc(C)c2)nc1C the results were RBX1-CUL1 inh 0.
CCOc1ccc(-n2c(=O)c3c4c(sc3n(Cc3cccc(Cl)c3)c2=O)CCCC4)cc1 was read as RBX1-CUL1 inh -6.
N#Cc1c(-c2ccc(OCC(N)=O)cc2)c(C#N)c2nc3ccccc3n2c1N was read as RBX1-CUL1 inh 1.
For COc1ccc(CC2=NOC(CNC(=O)c3ccc(-n4nc(C)cc4C)cc3)C2)cc1 (stereo unspecified) the results were RBX1-CUL1 inh -6.
Screening CC(C)/C=C/C(=O)N1CCC(C2(c3ccccn3)NC(=O)N(CCc3cccs3)C2=O)CC1 (stereo unspecified) returned RBX1-CUL1 inh 0.
Screening COc1ccc(-n2nc3c(N4CCC(C(=O)NCCc5ccccc5)CC4)nnc(C)c3c2C)cc1 returned RBX1-CUL1 inh 6.
For Cc1ccc2c(c1)N(N(c1ccccc1)c1ccccc1)C(=O)C2 the results were RBX1-CUL1 inh -3.
For Cc1ccc(NC(=O)c2cn(-c3ccccc3)nc2-c2ccccc2)cc1 the results were RBX1-CUL1 inh -8.
Screening O=C1CCC(c2ccc(NC(=O)CN3CCOCC3)cc2)=NN1 returned RBX1-CUL1 inh 0.
`Cc1cccc(C(=O)Nc2ccc(N=Cc3cc(Cl)ccc3O)cc2)c1` gave RBX1-CUL1 inh 7.
CN1C(=O)C2(SCC(=O)N2c2ccc(F)cc2)c2ccccc21 (stereo unspecified) was read as RBX1-CUL1 inh 0.
For COc1ccc(-c2c(C#N)c(N)nc(SCC(=O)Nc3ccc(Cl)cc3)c2C#N)cc1 the results were RBX1-CUL1 inh 14.
Screening O=C(Nc1cccc(C(F)(F)F)c1)c1sc2ccccc2c1O returned RBX1-CUL1 inh -3.
Cc1oc(-c2ccco2)nc1CN(C)Cc1ccc2nsnc2c1 was read as RBX1-CUL1 inh 8.
CCOC(=O)C1C(=O)CC(=O)CC1CC(C)SCC (stereo unspecified) was read as RBX1-CUL1 inh -3.
`Cn1c(Cc2ccccc2)nn(CN2CCC3(CC2)OCCO3)c1=S` gave RBX1-CUL1 inh -6.
For CC(=O)N1CCN(c2ccc(NC(=O)COc3ccc(Br)cc3)cc2)CC1 the results were RBX1-CUL1 inh 2.
Screening CC1=NN(c2cc(Cl)ccc2Cl)C(=O)/C1=C\C1C(=O)NC(=O)N(c2ccc(C)cc2)C1=O (stereo unspecified) returned RBX1-CUL1 inh -2.
For O=c1c2c(cnn1-c1ccccc1)SCCS2 the results were RBX1-CUL1 inh 5.
Brc1ccc2nc3c(cc2c1)sc1ccccc13 was read as RBX1-CUL1 inh 5.
Screening CCCCn1c(CN2CC[C@H](O)C2)cnc1S(=O)(=O)C1CCCCC1 returned RBX1-CUL1 inh 8.
Screening COC(=O)C(NC(=O)c1ccc(C)cc1)(Nc1nc2ccccc2s1)C(F)(F)F (stereo unspecified) returned RBX1-CUL1 inh -11.

Source: PubChem BioAssay
